# MsrA inh = bovine MsrA inhibition; purified bovine MsrA, absorbance read-out; inhibition, % at 15.5 µM; actives 0.75% (n = 360,000); in the data active means inhibition above about 4.5%;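 further: 0% = vehicle wells with enzyme and 100% = reference inhibitor wells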
# Rpn11 block = Rpn11 (human) deubiquitinase inhibition; AID 588493; calls only at 20 µM; O00487; human 26S proteasome, Ub4-pepOG fluorescence polarization; 20S core pre-blocked with epoxomicin; actives 0.59% (n = 360,000);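 active means inhibition at 20 µM, scaled to each plate's controls, above about 33%, limit read from the data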
# DNMT1 inh = DNMT1 (human) enzyme inhibition. DNMT1 molecular beacon, Hinp1I cleavage, fluorescence. actives 0.83% (n = 360,000). P26358. inhibition (reported as % activation of signal), % at 10 µM; in the data active means inhibition above about 50%
# CSN deneddyl inh = CSN deneddylation inhibition | Purified CSN, SCF-Nedd8-OG deneddylation, fluorescence polarization | inhibition, % at 12.5 µM | Q92905 | actives 0.38% (n = 360,000);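 active means pattern-corrected inhibition above about 35%, with an unprinted fluorescence ratio check between 0.5 and 1.5, limit read from the data, passing the limit was not always enough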;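 further: 0% = enzyme with substrate and 100% = substrate without enzyme; some results filed as inactive read as strong as hits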
#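 Detection – fluorescence polarization · System – HEK293T-derived human Csn5 enzyme · Controls – substrate-only high control, full reaction low control · Timing – 90 min, room temperature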
# LMPTP block = LMPTP (human) inhibition; P24666; recombinant LMPTP-A, OMFP fluorogenic substrate, fluorescence intensity; inhibition, % at 20 µM; actives 0.22% (n = 360,000); AID 651560;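 active means compounds that cut the enzyme signal by at least half of the control window in the single-dose screen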;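 further: plate controls were DMSO wells with enzyme plus substrate for no effect and substrate without enzyme for full effect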
# Target sequence (P24666 whole entry, looked up): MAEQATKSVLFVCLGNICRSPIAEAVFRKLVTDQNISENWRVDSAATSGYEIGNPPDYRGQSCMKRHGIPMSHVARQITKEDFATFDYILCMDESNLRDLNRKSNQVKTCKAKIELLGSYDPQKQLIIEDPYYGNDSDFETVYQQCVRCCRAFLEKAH
#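 Assay system: LMPTP-A enzyme. Input: 0.625 nM LMPTP-A final. Probe or stimulus: 400 µM OMFP. Compound dosing: single 20 µM dose. Schedule: 50 min dark incubation at room temperature. Detection: fluorescence intensity of OMFP turnover product. Read-out: percent inhibition versus substrate-only and uninhibited controls. Benchmarks: no-enzyme low control, uninhibited high control.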
# SUMO1 PPI mod = alters human SUMO1 binding to SIM partners; actives 0.33% (n = 360,000); SUMO1 binding to a labelled peptide, TR-FRET, 1 h; AID 602429; inhibition, % at 20 µM; P63165; in the data active means inhibition above about 37%
# Target sequence (P63165 whole entry, looked up): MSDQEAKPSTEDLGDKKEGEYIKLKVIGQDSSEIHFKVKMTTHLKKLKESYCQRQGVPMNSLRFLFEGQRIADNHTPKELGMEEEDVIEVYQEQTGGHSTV
# NadD inh = NadD (S. aureus) enzyme inhibition. purified NadD enzyme, colorimetric absorbance read-out. inhibition, % at 20 µM. actives 0.78% (n = 360,000). AID 602399; in the data active means inhibition above about 26%; further: some compounds past the cut are filed as inactive
# Tb MetRS inh = blocks T. brucei methionyl-tRNA synthetase activity | purified T. brucei MetRS, ATP depletion, Kinase-Glo luminescence | inhibition, % at 11.9 µM | actives 0.4% (n = 360,000);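 active means inhibition above a per-plate cutoff of the control wells' mean inhibition plus 3 SD, cut at about 5.5% in these data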;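 further: 0% = DMSO wells median and 100% = median of wells with control inhibitor compound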
#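 System: purified T. brucei MetRS enzyme / Detection: Kinase-Glo luciferase luminescence reporting remaining unconsumed ATP / Medium: HEPES buffer with MgCl2, KCl, DTT, spermine, BSA, pyrophosphatase / Replication: singlicate, one well per compound / Evaluation: percent inhibition relative to median high and low control wells / Schedule: 2 h aminoacylation at 25 °C after 15 min preincubation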
# STEP block = blocks human striatal-enriched tyrosine phosphatase. P54829. recombinant STEP, OMFP fluorogenic substrate, fluorescence. inhibition, % at 20 µM. actives 0.25% (n = 360,000);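 active means inhibition at 20 µM, scaled per plate between control wells, above about 37%, limit read from the data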;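 further: 0% = DMSO with enzyme and substrate and 100% = substrate only without enzyme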
# Target sequence (P54829 whole entry, looked up): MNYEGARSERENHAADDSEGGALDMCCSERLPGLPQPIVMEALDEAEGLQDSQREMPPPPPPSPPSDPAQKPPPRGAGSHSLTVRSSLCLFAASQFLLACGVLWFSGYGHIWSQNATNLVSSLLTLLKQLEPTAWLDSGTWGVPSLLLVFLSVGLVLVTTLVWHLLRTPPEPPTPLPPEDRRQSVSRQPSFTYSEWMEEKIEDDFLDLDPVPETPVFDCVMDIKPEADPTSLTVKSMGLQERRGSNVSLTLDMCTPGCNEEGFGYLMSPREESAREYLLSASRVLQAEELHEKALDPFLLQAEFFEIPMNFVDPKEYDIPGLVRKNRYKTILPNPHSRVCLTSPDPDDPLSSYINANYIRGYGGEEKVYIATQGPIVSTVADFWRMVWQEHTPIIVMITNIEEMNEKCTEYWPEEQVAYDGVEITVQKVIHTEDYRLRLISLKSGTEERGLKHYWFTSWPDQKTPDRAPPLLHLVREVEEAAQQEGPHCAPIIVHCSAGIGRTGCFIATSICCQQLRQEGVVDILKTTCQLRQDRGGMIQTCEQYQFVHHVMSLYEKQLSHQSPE
#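 material = STEP tyrosine phosphatase | reagent = fluorogenic phosphatase substrate OMFP at 25 µM final | doses = single compound dose of 20 µM, 1% DMSO final | schedule = 20 min reaction, room temperature, in the dark | measured by = fluorescence, 480/540 nm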
# Scp1 inh = Scp-1 (human) phosphatase inhibition. Q9GZU7. Recombinant Scp1, phosphopeptide, malachite green phosphate absorbance. inhibition, % at 20 µM. actives 0.88% (n = 340,000). AID 493091;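 active means inhibition above about 50% at 20 µM, limit read from the data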;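 further: plate controls were DMSO wells with enzyme for no effect and wells lacking enzyme for full effect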
# Target sequence (Q9GZU7 76-261 limits assumed): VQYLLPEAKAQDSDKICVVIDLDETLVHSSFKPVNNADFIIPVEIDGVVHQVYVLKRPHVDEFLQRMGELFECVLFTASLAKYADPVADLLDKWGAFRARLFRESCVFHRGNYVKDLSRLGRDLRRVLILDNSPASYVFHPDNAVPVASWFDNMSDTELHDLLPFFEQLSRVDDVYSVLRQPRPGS
#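 Material: truncated SCP-1 phosphatase (76-261aa) / Buffer or medium: 50 mM Tris acetate pH 5.5, 0.005% Tween-20, 10 mM MgCl2 / Compound dosing: one concentration, 20 µM, with 1.0% DMSO / Incubation: 45 min room-temperature reaction, 5 min colour, 30 min stabiliser / Detection: colorimetric free-phosphate detection, absorbance 630 nm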
# Starred values were filed as active, the others as inactive; i = inactive; . = no result given.
SMILES,MsrA inh,Rpn11 block,DNMT1 inh,CSN deneddyl inh,LMPTP block,SUMO1 PPI mod,NadD inh,Tb MetRS inh,STEP block,Scp1 inh
COc1ccc(-c2oc3ccc(-c4ccc(OC)nc4)cc3c2-c2ccc(OC)cc2)cc1,0.5,i,10,-4,3.1,-6,13,-0.3,2,6
c1ccc(-c2nc(NCc3cccnc3)c3oc4ccccc4c3n2)cc1,-0.9,i,-4,-3,3.6,8,-3,-0.3,-1,5
CN(C)S(=O)(=O)c1ccc(NC(=O)CSc2nnc(-c3ccco3)n2N)cc1,1.3,i,3,-1,-2.1,3,-1,-0.4,-2,-4
Brc1ccc(-c2csc(N/N=C/c3cccnc3)n2)cc1,2.9,i,-11,-14,2.5,0,7,-0.6,-1,-7
Cc1nc(SCC(=O)Nc2cc(C)on2)c2c(=O)n(C)c(=O)n(C)c2n1,-0.1,i,1,-5,-0.6,-3,-1,0.2,0,4
CC[C@@H]1C=C(C(=O)O)[C@H](c2ccc(Cl)c(Cl)c2)N1S(=O)(=O)c1ccc(C)cc1,-0.1,i,7,2,-1.2,11,5,0.0,2,-17
CCOC(=O)[C@H]1[C@H]2COc3cc(OC)ccc3[C@@H]2N2C(=O)N(c3cccc(F)c3)C(=O)[C@@]12C,-0.2,i,0,-1,0.9,-3,-11,0.0,-2,-14
CCCc1c(O)nc(SCCN(CCC)CCC)[nH]c1=O,-1.2,i,2,7,-1.2,-2,-4,-0.7,-3,-10
Cc1cc(NC(=O)c2ccccc2F)on1,-0.5,i,8,1,-0.6,5,0,-0.7,-4,-4
CCCCC(=O)Nc1ccc(NC(=O)c2ccco2)cn1,1.9,i,2,0,0.6,0,-10,-0.4,-1,-2
CCOC(=O)c1cnn(-c2cccc(Cl)c2)c1N,0.5,i,-1,-1,-1.9,1,-1,-0.7,-1,3
CSc1ncc(Cl)c(C(=O)Nc2cc(C)ccc2C)n1,-0.1,i,10,0,-1.9,4,2,-0.4,-2,-10
CCC(Sc1nc2cc3c(cc2c(=O)n1Cc1ccco1)OCO3)C(=O)Nc1ccccc1OC (centres undefined),-0.1,i,-4,5,3.5,0,10,0.0,2,-7
CN(C(=O)COC(=O)c1ccc2c(c1)OCCO2)c1ccccc1,0.8,i,2,5,-0.5,0,-2,-1.6,1,9
Cc1cc(C)c(NC(=O)Cn2cnc3c(oc4ccccc43)c2=O)c(C)c1,0.0,i,2,3,-1.8,-4,-2,-0.5,0,2
COc1cccc(NC(=O)COC(=O)Cc2ccc(Cl)cc2)c1,-0.3,i,-6,-3,-0.4,0,-7,-0.5,0,0
CC(=O)c1c(NCc2ccccc2)nc(=O)n(-c2ccccc2)c1C,-1.4,i,-2,-2,1.4,-6,-1,-0.2,2,-2
Cc1nc2ccccn2c1C(=O)N/N=C/c1ccc2c(c1)OCO2,2.6,i,1,-1,-1.2,-11,-1,-0.8,3,-14
O=C(N/N=C/c1c[nH]c2ccccc12)C1COc2ccccc2O1 (centres undefined),0.4,i,-5,-16,-1.0,-4,-3,-0.2,25,-10
Clc1cccc(OCc2nnc(-c3ccccc3Br)o2)c1,2.2,i,-4,2,2.1,10,-3,-0.9,2,-10
CC(OC(=O)CCOc1ccccc1)C(=O)Nc1ccc(Cl)cn1 (centres undefined),0.9,i,-1,-2,-0.3,4,-2,-0.7,1,4
Cc1ccc(Cn2c(SCC(=O)N/N=C/c3ccccc3OCC(=O)O)nc3ccccc32)cc1,1.0,i,3,2,4.1,-3,8,0.2,0,22
CCCCOCCCNC(=O)c1ccc2c(c1)OCO2,-0.2,i,-1,5,1.1,-1,-2,-0.9,-4,-6
COc1cccc(CN2CCNC(=O)C2CC(=O)N(C)C2CCCCC2)c1OC (centres undefined),0.8,i,-1,-4,-1.8,-1,-8,0.0,1,-9

# 2 entries from above in another layout.
# Values run as follows: MsrA inh	Rpn11 block	DNMT1 inh	CSN deneddyl inh	LMPTP block	SUMO1 PPI mod	NadD inh	Tb MetRS inh	STEP block	Scp1 inh
O=C(N/N=C/c1c[nH]c2ccccc12)C1COc2ccccc2O1 (centres undefined)
    0.4	i	-5	-16	-1.0	-4	-3	-0.2	25	-10
Clc1cccc(OCc2nnc(-c3ccccc3Br)o2)c1
    2.2	i	-4	2	2.1	10	-3	-0.9	2	-10

# Further results follow.
SMILES,MsrA inh,Rpn11 block,DNMT1 inh,CSN deneddyl inh,LMPTP block,SUMO1 PPI mod,NadD inh,Tb MetRS inh,STEP block,Scp1 inh
COc1cccc(-c2cc(C(=O)NC3CCCC3)c3ccccc3n2)c1,2.0,i,-2,0,-0.7,-8,-2,0.0,0,-8
COc1cccc(C(=O)Cn2c(N3CCOCC3)nc3c2c(=O)n(C)c(=O)n3C)c1,0.3,i,9,-4,-1.8,-5,-9,-1.0,-6,-3
CCOCCc1nnc(NC(=O)C2CCN(C(=O)c3ccco3)CC2)s1,-0.6,i,1,6,-0.9,-4,0,-1.0,1,-1
COc1ccc(N(CC(=O)NCC2CCCO2)C(=O)CCC(=O)Nc2nccs2)c(OC)c1 (centres undefined),0.2,i,4,4,0.6,4,6,-0.4,-1,0
O=C1CCNc2cc3ccccc3cc21,.,i,-15,-1,1.4,-10,31*,2.4,-2,-25
O=C(O)c1cccc2c1C(=O)c1cccc3snc-2c13,1.4,i,1,3,0.0,-14,-3,-0.2,2,3
NCCCCC(=O)O,-0.6,i,-2,-7,-2.6,1,-4,-0.4,-3,54*
Cc1cccc(N2CCN(C(=O)CSc3ccsc3[N+](=O)[O-])CC2C)c1 (centres undefined),2.0,i,1,10,0.1,-23,5,-0.4,3,6
CCn1c(-c2ccco2)nc2ccccc21,-0.3,i,1,4,1.5,-1,-1,0.0,-3,-7
CN1C(=O)C(C)(C)c2cc(S(=O)(=O)N3CCC(C(=O)NCc4ccccc4Cl)CC3)ccc21,0.0,i,-3,-3,-0.7,-4,0,-0.4,1,3
O=S(=O)(c1ccccc1)N1CCN(S(=O)(=O)N2CCCCC2)CC1,0.0,i,12,3,-0.9,-2,-4,0.5,2,-5
NS(=O)(=O)c1ccc(CCNC(=O)CSc2ccc(Cl)cc2Cl)cc1,-0.1,i,-2,1,0.0,0,-3,0.5,1,14
Cn1c(=O)n(C)c2cc([N+](=O)[O-])c(N3CCN(C(=O)c4ccc(Cl)cc4)CC3)cc21,-1.1,i,1,0,-0.2,-15,-1,0.7,2,-3
CC(C)CCNC(=O)C(=O)Nc1ccccc1,-1.7,i,-1,2,1.2,-4,-8,-1.3,-1,-7
CCOC(=O)c1ccc(NC(=O)NC(C)C2CCCO2)cc1 (centres undefined),0.6,i,-2,-6,-0.6,0,10,-0.6,0,-5
COc1ccc(S(=O)(=O)N2CCCN(CC(=O)C(C)(C)C)CC2)cc1,-0.1,i,0,0,-1.7,0,3,-2.6,-3,-4
Cc1coc2c1c(C)cc1oc(=O)c(CC(=O)NCC(=O)N[C@H](C(=O)O)C(C)C)c(C)c12,0.6,i,2,-4,-0.5,0,-4,-1.0,0,0
O=S(=O)(c1c(F)cccc1F)C1CCN(S(=O)(=O)c2ccc3c(c2)OCCO3)CC1,0.6,i,8,-1,-0.9,-7,-11,-0.5,0,-11
CCCCC(=O)NNC(=S)NC(=O)CCC,0.8,i,-3,2,-0.1,0,2,-0.1,-2,-8
O=C1C=C(N2CCCCCC2)C(=O)N1c1ccc(Cl)cc1,-0.1,i,7,1,2.3,-27,4,-0.2,0,-5
COc1cc(C=O)ccc1OC(=O)c1ccncc1,2.6,i,0,0,-1.2,3,-4,-0.3,0,-4
COC(=O)[C@@]12C[C@@H](CC(=O)NCC34CC5CC(CC(C5)C3)C4)C(=O)N(CCc3ccc(OC)c(OC)c3)C1=CCC(C)(C)C2,-0.8,.,.,0,9.2,5,.,-0.5,.,.
O=C(O)c1ccccc1C(=O)NNc1ccc(Cl)cc1,0.6,i,3,7,-1.9,2,7,-0.4,-3,-5
CC(=O)c1ccccc1OC(=O)c1c(F)cccc1F,-0.4,i,1,0,-1.3,2,-3,0.2,2,-7

# Reprinted at random: 3 entries already listed
SMILES,MsrA inh,Rpn11 block,DNMT1 inh,CSN deneddyl inh,LMPTP block,SUMO1 PPI mod,NadD inh,Tb MetRS inh,STEP block,Scp1 inh
O=C1C=C(N2CCCCCC2)C(=O)N1c1ccc(Cl)cc1,-0.1,i,7,1,2.3,-27,4,-0.2,0,-5
CC(C)CCNC(=O)C(=O)Nc1ccccc1,-1.7,i,-1,2,1.2,-4,-8,-1.3,-1,-7
CCOC(=O)c1ccc(NC(=O)NC(C)C2CCCO2)cc1 (centres undefined),0.6,i,-2,-6,-0.6,0,10,-0.6,0,-5

# Remaining list, next part:
SMILES,MsrA inh,Rpn11 block,DNMT1 inh,CSN deneddyl inh,LMPTP block,SUMO1 PPI mod,NadD inh,Tb MetRS inh,STEP block,Scp1 inh
Cc1nc2ccc(C(=O)N/N=C/c3cc([N+](=O)[O-])ccc3O)cc2[nH]1,2.1,i,2,2,17,-8,3,0.6,49*,38
CC1CCN(C(=O)c2ccc(COc3ccccc3Cl)o2)CC1,-0.6,i,-2,3,3.0,-4,-4,0.2,-3,-8
Cc1ccc(N2C(=O)C3C(c4ccccc4)N4CCCN4C3(C)C2=O)cc1 (centres undefined),0.1,i,0,-10,0.7,1,4,-1.5,1,4
Cc1cc(Nc2ccc(Cl)cc2)nc(NCc2ccccc2)n1,0.4,i,-26,-6,12,3,12,1.5,7,2
COC(=O)c1cc(NC(=O)CN(c2ccc3c(c2)OCO3)S(C)(=O)=O)ccc1Cl,0.7,i,-4,0,-2.2,0,-3,0.0,0,-18
COc1ccccc1NC(=O)C1CCCN(S(=O)(=O)c2ccc3[nH]c(=O)ccc3c2)C1 (centres undefined),1.2,i,0,-1,1.0,4,1,-0.1,1,-12
O=C(CNS(=O)(=O)c1ccccc1)N/N=C\c1ccc(Cl)cc1,0.3,i,1,3,-0.5,5,-5,-0.2,0,2
COc1ccc(-c2ccc3oc(-c4ccsc4)cc(=O)c3c2)cc1F,2.1,i,16,-5,-0.8,-80,6,-0.1,0,-2
OCC[C@@H]1C[C@@H](O)[C@H](O)[C@]2(CCc3ccccc3O2)O1,-1.0,i,6,-5,-1.5,-3,-1,-0.4,2,-3
O=C(/C=C/c1ccc2c(c1)OCO2)NCc1ccncc1,2.1,i,2,2,-1.2,-8,-6,4.5,-2,-6
COc1ccc(S(=O)(=O)N2CCCCCC2)cc1C(=O)OCc1c(C)noc1C,2.2,i,-2,-4,0.1,0,-5,-0.7,3,-6
COc1ccc(S(=O)(=O)N2CCN(C3CCN(Cc4ccccc4)CC3)CC2)cc1,0.7,i,-1,-5,-0.9,-1,-6,-1.3,-2,7
COC(=O)c1ccc(Nc2cc(C)nc(-c3ccccc3O)n2)cc1,-1.2,i,3,2,3.0,59*,5,0.1,-4,4
